mHTT CaM bind – mutant huntingtin-calmodulin interaction inhibitors – biochemical, AlphaScreen, primary screen; P42858; AlphaScreen His-mHTT/GST-CaM binding, luminescence; inhibition, % at 15 µM; 190,000 tested, 3.6% active;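 further: 0% = both proteins with DMSO and 100% = one protein alone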
Target sequence (P42858 whole entry, looked up, stated change not applied): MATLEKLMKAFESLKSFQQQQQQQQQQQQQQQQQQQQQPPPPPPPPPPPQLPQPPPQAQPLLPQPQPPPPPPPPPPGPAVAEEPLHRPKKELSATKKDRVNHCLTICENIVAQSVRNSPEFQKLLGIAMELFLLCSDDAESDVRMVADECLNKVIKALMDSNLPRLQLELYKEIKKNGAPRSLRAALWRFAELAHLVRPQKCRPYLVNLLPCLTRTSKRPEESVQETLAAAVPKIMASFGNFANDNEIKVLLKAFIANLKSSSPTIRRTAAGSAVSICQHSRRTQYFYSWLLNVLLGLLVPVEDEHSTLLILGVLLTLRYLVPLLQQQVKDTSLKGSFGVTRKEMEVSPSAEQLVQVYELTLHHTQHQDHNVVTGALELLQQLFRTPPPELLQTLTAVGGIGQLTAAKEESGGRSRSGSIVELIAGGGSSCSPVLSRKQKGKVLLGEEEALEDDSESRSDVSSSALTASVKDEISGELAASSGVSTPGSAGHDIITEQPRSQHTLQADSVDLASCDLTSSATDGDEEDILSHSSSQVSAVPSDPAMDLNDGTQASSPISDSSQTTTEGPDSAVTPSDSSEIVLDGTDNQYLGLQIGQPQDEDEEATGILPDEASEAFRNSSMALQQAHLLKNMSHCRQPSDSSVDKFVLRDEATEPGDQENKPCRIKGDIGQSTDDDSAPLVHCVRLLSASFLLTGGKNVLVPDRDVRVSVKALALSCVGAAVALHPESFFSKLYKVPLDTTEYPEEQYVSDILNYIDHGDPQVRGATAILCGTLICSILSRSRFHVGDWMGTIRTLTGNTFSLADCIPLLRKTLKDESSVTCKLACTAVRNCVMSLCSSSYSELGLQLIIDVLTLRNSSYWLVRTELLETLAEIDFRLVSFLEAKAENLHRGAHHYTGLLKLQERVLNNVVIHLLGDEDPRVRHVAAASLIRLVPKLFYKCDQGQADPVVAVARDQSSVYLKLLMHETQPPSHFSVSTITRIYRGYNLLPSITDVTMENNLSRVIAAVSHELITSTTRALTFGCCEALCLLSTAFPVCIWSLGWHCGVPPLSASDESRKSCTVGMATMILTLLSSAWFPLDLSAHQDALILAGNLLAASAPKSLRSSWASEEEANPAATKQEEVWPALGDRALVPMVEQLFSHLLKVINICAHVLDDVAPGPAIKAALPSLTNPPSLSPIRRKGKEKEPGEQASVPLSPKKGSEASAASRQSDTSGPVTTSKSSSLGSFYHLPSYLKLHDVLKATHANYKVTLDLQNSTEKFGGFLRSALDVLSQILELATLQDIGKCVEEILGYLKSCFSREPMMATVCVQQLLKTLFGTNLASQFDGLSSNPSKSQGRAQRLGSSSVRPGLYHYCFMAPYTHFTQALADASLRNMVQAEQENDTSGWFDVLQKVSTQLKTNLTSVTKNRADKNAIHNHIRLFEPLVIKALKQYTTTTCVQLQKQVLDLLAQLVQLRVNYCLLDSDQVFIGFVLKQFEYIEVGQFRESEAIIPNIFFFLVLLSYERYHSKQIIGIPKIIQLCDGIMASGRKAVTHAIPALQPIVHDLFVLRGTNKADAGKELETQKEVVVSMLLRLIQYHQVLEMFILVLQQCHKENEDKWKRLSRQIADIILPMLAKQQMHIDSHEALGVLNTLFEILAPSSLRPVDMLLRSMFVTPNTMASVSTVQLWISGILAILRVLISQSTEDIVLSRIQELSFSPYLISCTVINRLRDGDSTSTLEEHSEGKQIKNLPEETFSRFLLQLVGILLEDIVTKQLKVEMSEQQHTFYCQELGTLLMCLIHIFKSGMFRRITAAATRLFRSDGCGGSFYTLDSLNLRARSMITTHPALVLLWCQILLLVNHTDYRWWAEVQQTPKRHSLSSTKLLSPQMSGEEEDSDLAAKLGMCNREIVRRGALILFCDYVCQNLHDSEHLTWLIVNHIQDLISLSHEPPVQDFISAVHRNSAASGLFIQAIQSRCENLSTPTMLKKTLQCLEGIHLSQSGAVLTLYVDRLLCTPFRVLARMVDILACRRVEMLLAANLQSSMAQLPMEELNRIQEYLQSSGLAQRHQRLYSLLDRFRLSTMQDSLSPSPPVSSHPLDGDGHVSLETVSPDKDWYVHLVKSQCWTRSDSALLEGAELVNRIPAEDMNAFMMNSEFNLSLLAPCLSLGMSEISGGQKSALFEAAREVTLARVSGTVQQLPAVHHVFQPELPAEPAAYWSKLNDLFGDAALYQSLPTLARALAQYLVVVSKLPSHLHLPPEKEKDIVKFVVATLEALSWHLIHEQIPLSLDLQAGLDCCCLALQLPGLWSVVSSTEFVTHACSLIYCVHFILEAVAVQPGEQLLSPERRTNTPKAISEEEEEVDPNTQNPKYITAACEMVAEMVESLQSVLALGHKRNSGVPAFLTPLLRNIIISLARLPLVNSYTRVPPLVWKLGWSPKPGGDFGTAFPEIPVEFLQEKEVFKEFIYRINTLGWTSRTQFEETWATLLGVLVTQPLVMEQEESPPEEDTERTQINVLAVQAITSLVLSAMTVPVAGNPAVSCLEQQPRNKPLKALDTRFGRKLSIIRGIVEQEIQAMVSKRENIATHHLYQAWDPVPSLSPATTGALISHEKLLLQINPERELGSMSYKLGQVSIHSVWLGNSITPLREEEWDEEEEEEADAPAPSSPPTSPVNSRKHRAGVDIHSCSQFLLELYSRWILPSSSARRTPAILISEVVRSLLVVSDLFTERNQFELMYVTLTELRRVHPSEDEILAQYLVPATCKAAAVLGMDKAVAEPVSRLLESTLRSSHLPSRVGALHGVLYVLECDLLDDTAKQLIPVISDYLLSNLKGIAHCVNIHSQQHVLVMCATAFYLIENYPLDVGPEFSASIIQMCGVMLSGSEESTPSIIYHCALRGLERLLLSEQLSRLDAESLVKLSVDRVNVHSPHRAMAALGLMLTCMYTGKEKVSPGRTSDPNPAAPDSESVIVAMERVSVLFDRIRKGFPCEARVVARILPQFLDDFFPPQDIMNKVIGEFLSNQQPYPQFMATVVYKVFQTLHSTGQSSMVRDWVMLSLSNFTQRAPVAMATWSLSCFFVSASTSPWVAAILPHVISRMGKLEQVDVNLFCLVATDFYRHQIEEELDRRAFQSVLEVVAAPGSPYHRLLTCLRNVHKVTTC
Pf apPOL block – Pf-apPOL inhibitors, biochemical, fluorescence | Recombinant Pf-apPOL, molecular beacon fluorescence, 1.5 h | inhibition, % at 10 µM | 210,000 tested, 0.25% active
* hit, by the source's call; & = joins results of further samples. No stated cut-off is given here; in the data, active means inhibition above about 50%; inactive means the rest.

A first look, five compounds:
Results for CC1C(=O)N(c2ccc(F)cc2F)CCN1C(=O)Cc1ccccc1 (stereo not drawn) ?
mHTT CaM bind: 2.1; Pf apPOL block: -2.1

Results for COc1cc(F)c(-c2nc3cc(C)ccc3o2)cc1OC ?
mHTT CaM bind: 4.7; Pf apPOL block: -2.1

How did Cc1nc(C)c(-c2ccn(C(=O)c3c(C)noc3C)n2)o1 do in these assays?
Pf apPOL block: 1.0

Results for COc1ccc(-c2ccc(CN3C(CC(C)C)C(=O)N(Cc4cn(CCC5OCCO5)nn4)CCS3(=O)=O)cc2)cc1OC (stereo not drawn) ?
mHTT CaM bind: 20.6; Pf apPOL block: -8.1

Results for O=C1CSC(c2ccc(Cl)cc2)N1c1ccccc1 (stereo not drawn) ?
mHTT CaM bind: -4.0; Pf apPOL block: -30.0&1.7

All compounds of this part, repeating the preview:
Results for CC1C(=O)N(c2ccc(F)cc2F)CCN1C(=O)Cc1ccccc1 (stereo not drawn) ?
mHTT CaM bind: 2.1; Pf apPOL block: -2.1

Results for COc1cc(F)c(-c2nc3cc(C)ccc3o2)cc1OC ?
mHTT CaM bind: 4.7; Pf apPOL block: -2.1

How did Cc1nc(C)c(-c2ccn(C(=O)c3c(C)noc3C)n2)o1 do in these assays?
Pf apPOL block: 1.0

Results for COc1ccc(-c2ccc(CN3C(CC(C)C)C(=O)N(Cc4cn(CCC5OCCO5)nn4)CCS3(=O)=O)cc2)cc1OC (stereo not drawn) ?
mHTT CaM bind: 20.6; Pf apPOL block: -8.1

Results for O=C1CSC(c2ccc(Cl)cc2)N1c1ccccc1 (stereo not drawn) ?
mHTT CaM bind: -4.0; Pf apPOL block: -30.0&1.7

Results for COc1ccc(CNC(=O)N2CC3CC2CC3NS(=O)(=O)c2ccccc2)cc1 (stereo not drawn) ?
mHTT CaM bind: -0.1; Pf apPOL block: -1.1

How did COc1ccc(CCN2C(=O)CC(N3CCN(c4ccccc4)CC3)C2=O)cc1OC (stereo not drawn) do in these assays?
mHTT CaM bind: 3.6; Pf apPOL block: -1.8

What do the screens show for `CCOc1ccc(-n2nnnc2CN2CCN(C(=O)c3cc(C)on3)CC2)cc1`?
mHTT CaM bind: -2.1; Pf apPOL block: -0.2

How did COc1ccc2nc(Cl)c(C3CC(c4ccc(C)cc4)=NN3C(C)=O)cc2c1 (stereo not drawn) do in these assays?
mHTT CaM bind: 3.0; Pf apPOL block: -3.5

What do the screens show for `Cc1ccc2c(c1)c1c3n2CCCNC3CCC1` (stereo not drawn)?
mHTT CaM bind: 8.7; Pf apPOL block: -8.4

Results for O=C(O)CN(CC(=O)O)CC(=O)O ?
mHTT CaM bind: 26.2; Pf apPOL block: -6.5

Results for CCC1c2ccc(C)n2CCN1C(=O)Nc1cccc(SC)c1 (stereo not drawn) ?
mHTT CaM bind: 17.1; Pf apPOL block: -2.8

Results for O=S(=O)(c1ccc(F)cc1F)N1CCC(N2CCOCC2)CC1 ?
mHTT CaM bind: -0.5; Pf apPOL block: 0.4

What do the screens show for `CCCCCC(=O)Nc1ccc(S(=O)(=O)Nc2ccc(Cl)nn2)cc1`?
mHTT CaM bind: 0.0; Pf apPOL block: 0.9

What do the screens show for `CNC(=O)C12CC3CC(CC(C3)C1)C2`?
mHTT CaM bind: -4.0

What do the screens show for `COc1ccc(Cl)cc1C1=N/C(=C/C(Cl)=C/c2ccccc2)C(=O)O1`?
mHTT CaM bind: 20.0; Pf apPOL block: 7.8

Results for COc1ccc(-c2ccc(C=C3C(=O)OC(C)(C)OC3=O)o2)c([N+](=O)[O-])c1 ?
mHTT CaM bind: 7.0; Pf apPOL block: 6.5

Results for CCc1ccccc1N(CC(=O)Nc1ccccc1OC)S(C)(=O)=O ?
mHTT CaM bind: -2.4; Pf apPOL block: 0.8

Results for CC(NCc1cccs1)C12CC3CC(CC(C3)C1)C2 (stereo not drawn) ?
mHTT CaM bind: -14.2

How did Cc1ccc(SCCCC(=O)N2CCNC(=O)C2C)cc1 (stereo not drawn) do in these assays?
mHTT CaM bind: -6.3; Pf apPOL block: -8.9

What do the screens show for `Cc1cc(C)c(C)c(S(=O)(=O)N2CCCC2c2nc(-c3ccc(F)cc3)no2)c1C` (stereo not drawn)?
mHTT CaM bind: -22.9; Pf apPOL block: 10.3

How did CC1(C)OC2C(CI)OC(n3cnc4c(=O)[nH]cnc43)C2O1 (stereo not drawn) do in these assays?
mHTT CaM bind: 5.0; Pf apPOL block: 13.6

What do the screens show for `COc1ccc(Cl)cc1NC(=O)C1CCN(c2nccc3sccc23)CC1`?
mHTT CaM bind: 100.3*; Pf apPOL block: -3.0

Results for O=C1OC(c2ccc(Br)o2)=N/C1=C/c1cccc(Cl)c1 ?
mHTT CaM bind: 7.0; Pf apPOL block: -6.0

Results for O=C(O)CC(CC(=O)O)c1ccccc1[N+](=O)[O-] ?
mHTT CaM bind: 3.0; Pf apPOL block: -7.3

What do the screens show for `CCN(CC)CCN(C)C/C=C/c1ccccc1`?
mHTT CaM bind: -6.0; Pf apPOL block: -4.6

Results for Cc1cccc(-c2nc(C)c(C(=O)N(C)C)s2)c1 ?
mHTT CaM bind: 0.5; Pf apPOL block: -5.2

How did CC1(C)SC(c2ccccc2)NC1C(=O)O (stereo not drawn) do in these assays?
Pf apPOL block: -4.0

Results for COc1ccc(/C=C/c2cc(C(F)(F)F)[nH]c(=O)n2)c(OC)c1 ?
mHTT CaM bind: 0.0; Pf apPOL block: -3.8

What do the screens show for `CCCCCCN1C[C@H](n2cc(-c3ccc(F)cc3)nn2)[C@@H](O)C[C@@H]1c1ccccc1`?
mHTT CaM bind: 59.7*; Pf apPOL block: -1.5

How did O=C(Cc1cccc(F)c1)Nc1cc(-c2ccccn2)no1 do in these assays?
mHTT CaM bind: -1.2; Pf apPOL block: -1.9

What do the screens show for `Cc1ccc(C(=O)Sc2nc(C)cc(C)n2)cc1`?
mHTT CaM bind: 71.0*; Pf apPOL block: 0.5

How did Cc1cc(C)c(C(=O)O)c(=O)[nH]1 do in these assays?
mHTT CaM bind: -4.6; Pf apPOL block: -0.1

How did CN1C(=O)/C(=C2\Sc3ccccc3N2C)SC1=Nc1ccc(O)cc1 do in these assays?
mHTT CaM bind: 3.0; Pf apPOL block: -9.3

Results for CC(C)(C)n1nc2c(c1NC(=O)Cc1ccccc1)CS(=O)(=O)C2 ?
mHTT CaM bind: 0.0; Pf apPOL block: 1.1

Results for Nc1nnc(-c2cccc(Cl)c2Cl)c(N)n1 ?
Pf apPOL block: -6.6&3.9

What do the screens show for `COc1ccc(CCNS(=O)(=O)c2ccc(F)c(C(=O)Nc3cccc(F)c3)c2)cc1OC`?
mHTT CaM bind: 9.0; Pf apPOL block: -5.6

How did CN(CC(=O)NC1CCCCC1)S(=O)(=O)c1ccc(Br)cc1 do in these assays?
mHTT CaM bind: -0.5; Pf apPOL block: -2.0

What do the screens show for `COc1cc(C(=O)N2CCC(C(=O)NCCc3cscn3)CC2)cc(OC)c1OC`?
mHTT CaM bind: -1.4; Pf apPOL block: -3.5

How did O=C(c1ccc(F)cc1)N1CCN(c2ncccn2)CC1 do in these assays?
mHTT CaM bind: -3.0; Pf apPOL block: 3.1

A draw from above in order of length of the SMILES, low to high:
How did Cc1cc(C)c(C(=O)O)c(=O)[nH]1 do in these assays?
mHTT CaM bind: -4.6; Pf apPOL block: -0.1

Results for Nc1nnc(-c2cccc(Cl)c2Cl)c(N)n1 ?
Pf apPOL block: -6.6&3.9

How did O=C(c1ccc(F)cc1)N1CCN(c2ncccn2)CC1 do in these assays?
mHTT CaM bind: -3.0; Pf apPOL block: 3.1

How did O=C(Cc1cccc(F)c1)Nc1cc(-c2ccccn2)no1 do in these assays?
mHTT CaM bind: -1.2; Pf apPOL block: -1.9

How did CN(CC(=O)NC1CCCCC1)S(=O)(=O)c1ccc(Br)cc1 do in these assays?
mHTT CaM bind: -0.5; Pf apPOL block: -2.0

Results for CC(C)(C)n1nc2c(c1NC(=O)Cc1ccccc1)CS(=O)(=O)C2 ?
mHTT CaM bind: 0.0; Pf apPOL block: 1.1

What do the screens show for `COc1ccc(CCNS(=O)(=O)c2ccc(F)c(C(=O)Nc3cccc(F)c3)c2)cc1OC`?
mHTT CaM bind: 9.0; Pf apPOL block: -5.6

Other records follow:
Results for CC(C)NC(=O)c1ccc(OCC2CCCN2C(=O)Cc2cccc(F)c2)cc1 (stereo not drawn) ?
mHTT CaM bind: 8.4; Pf apPOL block: -0.8

Results for c1coc(CNc2nc(N3CCOCC3)nc3ccccc23)c1 ?
mHTT CaM bind: -4.5; Pf apPOL block: -0.4

Results for CC(C)C(=O)Nc1cccc(N2CCCN(Cc3ccc(C#N)cc3)C2=O)c1 ?
mHTT CaM bind: 10.5; Pf apPOL block: -2.0

Results for Cc1ccc(-c2n[nH]c3c2CN(C(=O)Cn2ccnc2)CC3)cc1 ?
mHTT CaM bind: 5.6; Pf apPOL block: -4.2

What do the screens show for `Cc1nc(N)[nH]c(=O)c1Oc1ccccc1`?
mHTT CaM bind: -1.8; Pf apPOL block: -2.3

Results for O=C(c1cccs1)N1C[C@H](n2cc(C3CC3)nn2)[C@@H](O)C[C@@H]1c1ccc(Cl)cc1 ?
mHTT CaM bind: 13.6; Pf apPOL block: -1.2

Results for Cn1nnc2cc(CNC(=O)c3cccc(Cl)c3)ccc21 ?
mHTT CaM bind: -7.7; Pf apPOL block: -0.3

Results for COc1ccc(Cl)cc1NC(=O)CSc1nnc(-c2c(C)nc3sccn23)n1C ?
mHTT CaM bind: -6.6; Pf apPOL block: -17.7

How did COCCC1CCN(C(=O)CN(C)C(=O)c2ccncc2)CC1 do in these assays?
mHTT CaM bind: -1.9; Pf apPOL block: -3.2

What do the screens show for `CCOc1ccc(NC(C)=O)cc1NC(=O)c1cncc(Br)c1`?
mHTT CaM bind: -5.0; Pf apPOL block: -6.8

How did CCCN(C)C(=O)c1nn(C)c2c1COc1ccccc1-2 do in these assays?
mHTT CaM bind: 0.3; Pf apPOL block: -2.1

Results for COc1cc(C(CCN2CCCC2)c2c(OC)cc(OC)c3ccc(=O)oc23)cc(OC)c1OC (stereo not drawn) ?
mHTT CaM bind: 8.4; Pf apPOL block: -2.7

How did Cc1cc(OCC(=O)NCC(C)C)cc(C)c1Br do in these assays?
mHTT CaM bind: -4.9; Pf apPOL block: -0.4

Results for O=C(NCc1cc(F)ccc1F)C1CN(S(=O)(=O)c2cccnc2)CC12CCCCC2 (stereo not drawn) ?
mHTT CaM bind: 8.8; Pf apPOL block: 0.4

What do the screens show for `COc1ccc(NC(=O)/C=C/c2ccc(Cl)cc2)cc1`?
Pf apPOL block: -8.6

How did CCc1cc(NC(=O)COc2ccccc2)nn1-c1ccc(Cl)cc1 do in these assays?
mHTT CaM bind: -16.8; Pf apPOL block: -6.6

Results for O=C(NCc1ccc(F)cc1F)c1ccc(Oc2nccnc2N2CCOCC2)cc1 ?
mHTT CaM bind: -12.9; Pf apPOL block: -6.0

Results for Cc1cccc(N=c2oc3c(C)ncc(CO)c3cc2C(=O)Nc2cccc(C(F)(F)F)c2)c1 ?
mHTT CaM bind: 0.0; Pf apPOL block: -7.0

What do the screens show for `CSC1=NSC2=NC(=O)/C(=C\c3ccc([N+](=O)[O-])cc3)C(=N)N12`?
mHTT CaM bind: 1.0; Pf apPOL block: -4.7

Results for O=C(Nc1nccs1)c1cn(-c2ccccc2)nc1-c1ccc2c(c1)OCCO2 ?
mHTT CaM bind: 30.8; Pf apPOL block: 1.1

Results for CCCC(=O)Nc1ccc(N2CCN(C(=O)Nc3ccccc3)CC2)cc1 ?
mHTT CaM bind: 8.2; Pf apPOL block: -1.3

Results for COc1ccc(C(=O)N2CCn3c(C)nnc3C2)c(OC)n1 ?
mHTT CaM bind: 0.6; Pf apPOL block: -0.1

Results for Cc1cc(Br)ccc1N1CCC(C(=O)NC2CC2)C1=O (stereo not drawn) ?
mHTT CaM bind: -5.6; Pf apPOL block: -2.4

What do the screens show for `COc1ccc(C)cc1NC(=O)C1CCc2nc(N3CCOCC3)ncc2C1` (stereo not drawn)?
mHTT CaM bind: 11.5; Pf apPOL block: -0.2

What do the screens show for `CC(C(=O)N1CCN(c2ccccc2)CC1)N1C(=O)c2ccccc2C1=O` (stereo not drawn)?
mHTT CaM bind: -1.8; Pf apPOL block: -14.5

Results for COc1ccc(Cl)cc1S(=O)(=O)NC1CCCCC1 ?
mHTT CaM bind: -4.3; Pf apPOL block: 0.8

How did Cc1cc(C(=O)N2CCOCC2)n(CC(=O)Nc2cccc(C(F)(F)F)c2)n1 do in these assays?
mHTT CaM bind: 1.0; Pf apPOL block: -5.2

Results for COc1ccccc1N1CCN(C(=O)C23CC4CC(CC(C4)C2)C3)CC1 ?
mHTT CaM bind: 6.8; Pf apPOL block: -9.3

How did O=C(Nc1ccc(F)cc1)O[C@H]1CCC12CCCCC2 do in these assays?
mHTT CaM bind: -57.2; Pf apPOL block: -1.7

Results for C=CCNC(=O)C1CCN(C(=O)c2cc3ccsc3n2Cc2ccc(Cl)cc2)CC1 ?
mHTT CaM bind: 13.6; Pf apPOL block: -3.6

What do the screens show for `Cc1ccc(C(=O)N2CCCC(COc3cccc(C(=O)N4CCCCC4)c3)C2)s1` (stereo not drawn)?
mHTT CaM bind: 34.5; Pf apPOL block: 0.0

How did Cc1cccc([C@H]2[C@@H]3C=CC[C@@H](C)[C@@H]3C(=O)N2Cc2ccccc2)c1 do in these assays?
mHTT CaM bind: 20.0; Pf apPOL block: -7.7

Results for COc1cccc(C(=O)N2CCC3(CC2)NC(=O)N(Cc2ccc(C)cc2)C3=O)c1 ?
mHTT CaM bind: 7.0; Pf apPOL block: -2.8

What do the screens show for `CC(Cl)C(=O)Nc1c(-c2ccc(F)cc2)nc2ccccn12` (stereo not drawn)?
mHTT CaM bind: 2.2; Pf apPOL block: 9.4

How did COc1cc2c(cc1OC)C(C(=O)Nc1cnc3ccccc3c1)C(c1cccnc1)N(C)C2=O (stereo not drawn) do in these assays?
mHTT CaM bind: 4.0; Pf apPOL block: 0.7

How did Cc1ccc(CNC(=O)Cn2cnc3c(oc4ccccc43)c2=O)cc1 do in these assays?
mHTT CaM bind: 20.6; Pf apPOL block: -3.5

How did COc1ccccc1NC(=O)c1ccc(Oc2ccc(C(F)(F)F)cc2[N+](=O)[O-])cc1 do in these assays?
mHTT CaM bind: 1.0; Pf apPOL block: -0.5
